Lipid droplet: inhibitors of hepatocyte lipid droplet formation, primary screen, imaging, high-throughput imaging, BODIPY stain | AML12 mouse hepatocytes, oleate lipid droplets | inhibition, % at 6.5 µM | actives 0.4% (n = 240,000) | AID 1656, 2009;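 active means lipid droplet intensity inhibited by at least 50%, with more than 500 cells counted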
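Technique: fluorescence imaging, 20x objective, two fields per well / Assay system: AML12 hepatocytes (mouse) / Measure: % inhibition of lipid droplet signal / Doses: 6.5 µM single-point dosing / Incubation: overnight exposure / Reagent: 100 µM oleic acid challenge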
TNAP activation fold: human TNAP enzyme activators, primary screen, biochemical, luminescent, no phosphate acceptor, uHTS (AID 1001) | purified TNAP, luminescent activation assay, no phosphate acceptor; higher activation fold means a stronger effect | one-dose activation fold at 20 µM; EC50 in µM for titrated hits | actives 0.03% (n = 200,000); in the data active means activation fold from about 3, or a potency from the dose series; inactive means the rest, 99 in 100 with activation fold below about 1.6; further: many of its hits are not listed in these tables
M17LAP inhibition: P. falciparum M17LAP inhibitors, primary screen, biochemical, fluorogenic H-Leu-NHMec substrate, 1536-well (AID 1619). actives 0.38% (n = 220,000). Leucine aminopeptidase (Plasmodium falciparum (isolate 3D7)). recombinant M17LAP, H-Leu-NHMec fluorogenic kinetic assay; higher % means a stronger effect. inhibition, % at 30 µM; hits with a dose series show IC50 in µM;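 active means compound inhibiting the enzyme by more than half at any dose during confirmatory dose-response retesting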;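 further: plate controls were full reaction with DMSO carrier for no effect and no enzyme background for full effect; strong numbers were not always called active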
human PMI inhibition: inhibitors of human PMI, primary screen, biochemical, fluorescence intensity, coupled assay (AID 1209); purified PMI enzyme, coupled fluorescence intensity; higher % means a stronger effect; inhibition, % at 20 µM, or IC50 in µM where a hit was titrated; Mannose-6-phosphate isomerase (Homo sapiens); actives 0.42% (n = 190,000);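 further: plate controls were DMSO vehicle for no effect and wells lacking substrate for full effect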
PMI inhibition: human PMI inhibitors, high substrate, primary screen, biochemical, fluorescence intensity, high mannose 6-phosphate (AID 1220); Mannose-6-phosphate isomerase (Homo sapiens); recombinant PMI enzyme, coupled fluorescence intensity; higher % means a stronger effect; one-dose inhibition, % at 20 µM; IC50 in µM for titrated hits; actives 0.66% (n = 190,000)
Siah-1 displacement: Siah-1 peptide-binding antagonists, primary screen, biochemical, fluorescence polarization, rhodamine-plectin, uHTS (AID 1817). Siah-1 / rhodamine-plectin peptide fluorescence polarization; higher % means a stronger effect. actives 0.02% (n = 290,000). displacement, % at 20 µM; hits with a dose series show IC50 in µM;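 active means displacement of at least 50% at 20 µM, with a fluorescence ratio check between 0.3 and a set limit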;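 further: plate controls were Siah plus tracer with DMSO for no effect and tracer alone without Siah for full effect; strong numbers were not always called active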
XIAP displacement: XIAP antagonists, biochemical, IAP family, fluorescence polarization (AID 1018) | displacement, % at 20 µM, or IC50 in µM where a hit was titrated | E3 ubiquitin-protein ligase XIAP (Homo sapiens) | XIAP BIR domain, fluorescence polarization peptide displacement; higher % means a stronger effect | actives 0.007% (n = 200,000); in the data active means displacement above about 50%; further: a part of the inactive calls stands beside numbers as strong as those of hits
UTI89 phage lysis: inhibition of K1F phage lysis, E. coli UTI89, bacterial capsule biogenesis inhibitors, alamar blue (AID 488966); inhibition, % at 100 µM, or IC50 in µM where a hit was titrated; E. coli UTI89 K1F phage lysis, alamar blue, 2 h; higher % means a stronger effect; actives 0.02% (n = 340,000);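 active means phage lysis inhibition, versus mean bacterial control, above a set limit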;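 further: capsule biogenesis inhibitors block K1F phage lysis so surviving cells raise fluorescence; higher fluorescence means more inhibition of phage lysis; actives were called in the ten point dose series up to 300 µM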
P. falciparum M1AAP: P. falciparum M1AAP inhibitors, biochemical, fluorogenic H-Leu-NHMec substrate, 1536-well (AID 1445) | Aminopeptidase N (Plasmodium falciparum (isolate 3D7)) | inhibition, % at 30 µM, or IC50 in µM where a hit was titrated | actives 0.42% (n = 220,000) | recombinant M1AAP, H-Leu-NHMec fluorogenic kinetic assay; higher % means a stronger effect;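 active means primary inhibition above the hit cutoff, then over 50% inhibition at one or more dose response concentrations, cut at about 23% in these data, passing the limit was not always enough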;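 further: plate controls were DMSO full reaction for no effect and no enzyme background for full effect; strong numbers were not always called active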
Lipid droplet cells 6.5 µM: recorded beside Lipid droplet, whose call it bears; cell count; measured here: cell count, cytotoxicity flag;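 cells counted across two imaged fields per well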
The depositor's hits bear a star; i = inactive; . = not tested or not shown; [ ] = remark or other dose. Unless noted, no stated cut-off is given here; in the data, active means inhibition above about 50%; inactive means the rest. Not a hit list. About 1.9% of those tested had a hit in this group.

SMILES	Lipid droplet	Lipid droplet cells 6.5 µM	TNAP activation fold	M17LAP inhibition	human PMI inhibition	PMI inhibition	Siah-1 displacement	XIAP displacement	UTI89 phage lysis	P. falciparum M1AAP
CCSc1nnc(NC(=O)C(CC)Oc2ccccc2)s1 (stereo not given)	.	.	1	19%	-5%	-10%	-2%	-8.5%	0.1%	4%
COC(=O)c1ccccc1NC(=O)CN(Cc1ccc(Cl)cc1)S(C)(=O)=O	4	773	1.1	14%	-2%	-2%	1%	-5.4%	-0.2%	0%
Cc1ccc(-n2[nH]c(C)c(/C=N/N3C(=O)c4cccc5cccc(c45)C3=O)c2=O)cc1	11	680	1.1	20%	-1%	10%	6%	-5.4%	.	11%
COC(=O)C1=C(C)N=C2SCCC(=O)N2C1/C=C/c1ccccc1 (stereo not given)	.	.	1	-2%	22%	7%	-2%	-7.0%	0.7%	21%
CCc1nccn1S(=O)(=O)c1ccc(Br)cc1Br	.	.	1	7%	-5%	-7%	3%	-5.1%	2.8%[50 µM]	4%
Cc1ccc2[nH]c(C(=O)O)c(NC(=O)CN3CCN(c4cccc(C)c4C)CC3)c2c1	.	.	1.1	35%	2%	3%	2%	-6.6%	-0.7%	2%
CCOCCCn1c(=S)[nH]c2cc3c(cc2c1=O)OCO3	-14	641	1.1	0%	14%	17%	-3%	0.4%	0.8%	13%
COCCn1c(SCCN2CCCCC2)nc2ccccc2c1=O	.	.	1.2	-16%	4%	-6%	2%	-2.5%	-0.6%	-4%
Cc1nc2c(-c3ccc(F)cc3)c(C)nn2c(C)c1CCC(=O)N1CCN(c2ccc(F)cc2)CC1	.	.	1.2	3%	6%	1%	-1%	0.7%	-2.2%	5%
CCc1ccc(N(CC(=O)O)S(=O)(=O)c2c(C)noc2C)cc1	7	652	1.1	4%	8%	5%	2%	-5.0%	1.1%	18%
CCO[C@@H]1OC(C(=O)NCc2ccccc2)=C[C@H](c2csc3ccccc23)[C@H]1CCCO	-10	651	1	2%	24%	18%	-1%	-5.6%	0.3%	7%
Cc1nccn1CC(=O)N/N=C/c1ccc(O)c(O)c1	6	727	0.7	23%	64%*	22%	-11%	-6.1%	.	10%
CN(C)S(=O)(=O)c1ccc(Cl)c(NC(=O)COC(=O)/C=C/c2ccco2)c1	18	658	1	-3%	-1%	-9%	7%	-3.1%	-0.3%	-2%
Cn1c([N+](=O)[O-])cnc1COC(N)=O	0	709	1	0%	-12%	-11%	4%	-6.2%	6.2%	-8%
OCc1cc(C(O)CNCCCCCCOCCCCc2ccccc2)ccc1O (stereo not given)	-2	705	1.1	-7%	5%	-1%	-4%	-7.4%	7.0%	0%
NC(=O)Cc1nc(-c2ccc([N+](=O)[O-])cc2)cs1	-7	687	1	-1%	-2%	-11%	-6%	-7.5%	-0.4%	5%
CCN(CC(=O)NCc1ccccc1Cl)CC(=O)Nc1c(F)cccc1F	8	647	.	-5%	.	.	6%	.	-0.2%	4%
COC(=O)CSc1n[nH]c(-c2cccnc2)n1	-1	771	1	-7%	6%	3%	-1%	-14%	0.1%	-3%
CC(C)(C)C(=O)Cn1ncc(Cl)c(Cl)c1=O	-189	382	1.1	-1%	-3%	6%	-3%	-5.0%	0.3%	0%
CC1CCc2sc3ncn4nc(C(=O)NCc5ccco5)nc4c3c2C1 (stereo not given)	-12	697	1.1	8%	5%	6%	4%	5.0%	0.3%	3%
O=C1CC(Cc2ccccc2)C(=O)N1c1ncccn1 (stereo not given)	1	763	1.1	-10%	-4%	-10%	2%	-2.9%	0.2%	-3%
O=C(CCN1C(=O)C2C3C=CC(C3)C2C1=O)NC1CCCc2ccccc21 (stereo not given)	2	605	1.1	11%	7%	2%	2%	-3.6%	-3.0%	1%
COc1ccc(/C=C2/SC(=O)NC2=O)cc1	12	737	1.2	25%	-7%	-11%	11%	-0.5%	i	10%
O=C(N/N=C\C=C\c1ccco1)c1cc(-c2ccc3ccccc3c2)n[nH]1	8	682	1.7	7%	12%	-3%	2%	-37%	-0.2%	17%
Cc1ccc(C(=O)O/N=C/c2c(C)nn(C)c2Cl)cc1	-4	443	1	7%	6%	7%	-3%	-2.9%	1.0%	1%

Next records follow:
SMILES	Lipid droplet	Lipid droplet cells 6.5 µM	TNAP activation fold	M17LAP inhibition	human PMI inhibition	PMI inhibition	Siah-1 displacement	XIAP displacement	UTI89 phage lysis	P. falciparum M1AAP
CC1CCCN(c2ccc(C(=O)NCc3cccs3)cn2)C1 (stereo not given)	0	785	1.1	8%	8%	14%	1%	-6.9%	0.1%	5%
CC1(C)CC(=O)C2=C(C1)OC(c1ccncc1)C(C#N)=C2N (stereo not given)	6	746	1.1	9%	3%	0%	2%	-3.2%	0.6%	0%
CCOC(=O)c1sc(NC(=O)CSc2nc3c(c(=O)n2-c2ccc(F)cc2)SCC3)c(C(=O)OCC)c1C	14	741	1	1%	15%	19%	1%	-4.3%	.	0%
CCOC(CNC(=O)c1ccc(N2CCc3ccccc32)c([N+](=O)[O-])c1)OCC	-10	706	1	5%	8%	3%	-4%	-7.9%	-0.5%[50 µM]	9%
COc1ccccc1CNC(=O)C1CCC(CNc2c(N3CCC(C)CC3)c(=O)c2=O)CC1 (stereo not given)	-21	713	.	1%	.	.	5%	.	-0.1%	8%
O=C(NNC(=O)C12CC3CC(CC(C3)C1)C2)c1ccccn1	-6	697	.	-15%	.	.	2%	.	-0.4%	-15%
CCOc1ccc(N2C(=O)S/C(=C\c3cccn3C)C2=O)cc1	7	615	1	6%	-2%	1%	4%	-4.1%	4.3%	1%
CCOC(=O)c1cnn(-c2nc(-c3ccccc3)cs2)c1C(F)(F)F	.	.	1.1	9%	22%	17%	2%	-2.4%	1.2%	0%
CN1CC(C(=O)O)Cc2c1ccc1ccccc21 (stereo not given)	2	717	.	-12%	.	.	6%	.	-0.1%	4%
O=C(Cn1c(=O)sc2ccccc21)NCc1ccccn1	-1	676	1.1	3%	6%	8%	5%	-2.2%	1.3%	4%
Cn1cccc1/C=N\NC(=O)Cc1ccc(Br)c2ccccc12	-63	594	1.1	-4%	1%	-1%	-2%	-1.6%	-0.2%	2%
Cc1ccc(NC(=O)N2CCCC2C(=O)NCc2cccs2)cc1 (stereo not given)	-2	755	1.1	14%	-4%	-5%	2%	-5.3%	0.0%	2%
CC1=Nn2c(nc3sc4c(c3c2=O)CCCC4)SC1	-29	550	1.1	1%	34%	13%	-1%	-12%	2.6%[50 µM]	5%
CC(C)N(Cc1nc(-c2ccc(Cl)cc2)no1)C(=O)CCC1CCCC1	.	.	1.1	-1%	10%	9%	-6%	-0.3%	0.0%	6%
CCc1nc2oc3cc(OC)ccc3c(=O)c2c(=O)n1-c1ccccc1	-1	749	1.1	15%	7%	1%	-1%	-13%	0.3%	1%
O=C(CN1CCCc2ccccc21)NC(=O)NC1CCCCC1	2	649	1	4%	-14%	-1%	-3%	-7.9%	0.2%	14%
O=C(CCNS(=O)(=O)c1cccc2nonc12)NC1CCCc2ccccc21 (stereo not given)	2	730	1.1	13%	18%	10%	7%	-3.0%	0.4%	2%
CCC1=C(OC(=O)N(CC)CC)N2C(=O)OC(=NCC(=O)OC)[C@]2(Cc2ccccc2)[C@H]2C1=CC[C@H]1C(=O)N(c3ccccc3)C(=O)[C@H]12	10	720	.	19%	.	.	-4%	.	0.1%	15%
CC1CCN(S(=O)(=O)c2ccc3c(c2)C(=NO)c2cc(S(=O)(=O)N4CCC(C)CC4)ccc2-3)CC1	.	.	1	-6%	-3%	0%	5%	-2.0%	-0.1%	1%
CCOC(=O)c1oc2ccccc2c1NC(=O)c1ccc(S(=O)(=O)N2CCCC2)cc1	.	.	1.1	-7%	-3%	-4%	0%	-4.6%	7.1%	-9%
CC1CCN(CCCCOc2ccccc2Br)CC1	13	560	1.1	-9%	-1%	3%	-1%	2.1%	0.4%[50 µM]	-2%
COCCNC(=S)N/N=C/c1ccc(N2CCOCC2)cc1	0	692	1	-81%	6%	0%	-2%	-11%	0.3%	12%
O=C(CCn1c(=O)[nH]c2ccccc2c1=O)N1CC=C(c2ccccc2)CC1	-2	725	1.1	-10%	-2%	-2%	-3%	-5.5%	0.0%	10%
O=C(c1ccc([N+](=O)[O-])cc1)N1CCN(Cc2ccccc2[N+](=O)[O-])CC1	7	684	1	18%	1%	6%	10%	-3.4%	-0.2%	2%
Cc1ccc(CN2CCN(Cc3ccc(-n4cccn4)cc3)CC2CCO)cc1 (stereo not given)	-5	763	1.1	1%	8%	4%	10%	-3.9%	-1.7%	3%

Three entries drawn at random from those above, as already listed:
SMILES	Lipid droplet	Lipid droplet cells 6.5 µM	TNAP activation fold	M17LAP inhibition	human PMI inhibition	PMI inhibition	Siah-1 displacement	XIAP displacement	UTI89 phage lysis	P. falciparum M1AAP
COCCNC(=S)N/N=C/c1ccc(N2CCOCC2)cc1	0	692	1	-81%	6%	0%	-2%	-11%	0.3%	12%
CCC1=C(OC(=O)N(CC)CC)N2C(=O)OC(=NCC(=O)OC)[C@]2(Cc2ccccc2)[C@H]2C1=CC[C@H]1C(=O)N(c3ccccc3)C(=O)[C@H]12	10	720	.	19%	.	.	-4%	.	0.1%	15%
CCOC(CNC(=O)c1ccc(N2CCc3ccccc32)c([N+](=O)[O-])c1)OCC	-10	706	1	5%	8%	3%	-4%	-7.9%	-0.5%[50 µM]	9%

The listing continues:
SMILES	Lipid droplet	Lipid droplet cells 6.5 µM	TNAP activation fold	M17LAP inhibition	human PMI inhibition	PMI inhibition	Siah-1 displacement	XIAP displacement	UTI89 phage lysis	P. falciparum M1AAP
O=C(COc1ccc2ccccc2c1)N/N=C/C1CC=CCC1 (stereo not given)	-4	710	1.1	7%	8%	10%	17%	-5.5%	1.1%[50 µM]	6%
O=C(Nc1cccc(C(F)(F)F)c1)NC1CCCCC1	-30	780	1.2	6%	1%	-3%	2%	-2.0%	-0.6%	7%
COc1ccc2[nH]c3c(NCCN(C(C)C)C(C)C)ncnc3c2c1	.	.	1.1	3%	1%	6%	2%	-5.6%	-0.4%	13%
Cc1oc(-c2ccccc2)nc1Cn1cccc1C1=NC(c2ccccc2)CO1 (stereo not given)	.	.	1.1	-4%	18%	11%	-1%	-2.5%	1.4%	-4%
COc1ccc(/C=N/NS(=O)(=O)c2ccc(C)cc2)cc1OC(=O)c1ccccc1	4	760	1.1	9%	23%	13%	-4%	-14%	0.2%	17%
CC(=O)c1cccc(N(CC(=O)NCC2CCCO2)C(=O)CCC(=O)Nc2cc(C)on2)c1 (stereo not given)	.	.	1.1	6%	-4%	-5%	-5%	-2.1%	1.9%	-2%
O=C(CN1C(=O)C2C3C=CC(C4CC34)C2C1=O)NCc1ccco1 (stereo not given)	7	669	1.1	1%	9%	13%	0%	-8.4%	0.7%	6%

High-throughput results as filed in PubChem BioAssay.
